Screens deposited in PubChem by several laboratories.
Rev-RRE block = disrupts HIV-1 Rev binding to RRE RNA; 0.79% of 97,000 active; Rev peptide-RRE RNA binding, FRET; P05866; inhibition, % at 8 µM;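 active means inhibition above the screen-wide mean plus 3 SD, cut at about 35% in these data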;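 further: 0% = median DMSO wells and 100% = median Neomycin B control wells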
Target sequence (P05866 whole entry, looked up): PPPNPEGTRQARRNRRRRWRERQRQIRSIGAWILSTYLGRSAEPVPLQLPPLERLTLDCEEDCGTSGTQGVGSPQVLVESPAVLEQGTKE
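Test system – labelled RRE RNA duplex and labelled Rev peptide · Reagent – labelled Rev peptide · Doses – one concentration, 8 µM nominal · Incubation – 5 + 15 min at 25 °C · Signal – FRET fluorescence readout · Read-out basis – % inhibition of FRET ratio versus controls · Control set – DMSO wells as 0% and neomycin B wells as 100% inhibition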
PLK1 PBD inh = Plk1 (human) PBD binding inhibition; P53350; Plk1 PBD phosphopeptide binding, fluorescence polarization; inhibition, %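 (tested at about 20 µM)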; 0.13% of 97,000 active; in the data active means inhibition above about 34%, passing the limit was not always enough
Target sequence (P53350 whole entry, looked up): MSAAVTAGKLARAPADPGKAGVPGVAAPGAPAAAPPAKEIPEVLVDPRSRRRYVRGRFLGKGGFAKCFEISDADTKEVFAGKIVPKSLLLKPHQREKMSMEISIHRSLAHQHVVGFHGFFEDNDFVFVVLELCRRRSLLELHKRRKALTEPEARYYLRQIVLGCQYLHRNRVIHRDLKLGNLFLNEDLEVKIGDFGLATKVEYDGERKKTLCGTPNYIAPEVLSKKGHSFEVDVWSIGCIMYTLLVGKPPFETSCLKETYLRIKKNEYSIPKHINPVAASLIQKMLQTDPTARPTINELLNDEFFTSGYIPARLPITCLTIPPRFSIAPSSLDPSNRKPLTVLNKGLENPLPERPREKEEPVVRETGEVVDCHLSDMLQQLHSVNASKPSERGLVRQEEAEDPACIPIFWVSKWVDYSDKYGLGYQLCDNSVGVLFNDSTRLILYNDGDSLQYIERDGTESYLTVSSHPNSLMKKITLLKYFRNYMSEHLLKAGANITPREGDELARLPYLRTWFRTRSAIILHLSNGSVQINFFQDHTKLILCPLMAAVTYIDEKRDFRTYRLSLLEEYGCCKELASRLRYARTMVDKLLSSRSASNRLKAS
MT1-MMP txn act = MT1-MMP promoter transcription activation; AID 750; 0.16% of 86,000 active; activation factor at 10 µM; HT1080 MT1-MMP promoter luciferase reporter, luminescence, overnight; active compounds read high;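 active means activation factor of at least 2 for MT1-MMP transcription at 10 µM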
EphB4 antag = blocks human EphB4 binding to ephrin-B2. P54760. EphB4 LBD / TNYL-RAW-Alexa532 peptide, fluorescence polarization. inhibition, % at 7 µM. 0.15% of 97,000 active. AID 720;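 active means inhibition above the screen-wide mean inhibition plus 3 SD, cut at about 15% in these data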;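 further: 0% = DMSO wells and 100% = excess unlabeled TNYL-RAW peptide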
FAK inh = FAK (human) kinase inhibition. Q05397. biochemical FAK kinase activity assay. inhibition, %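 (tested at 7 µM)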. 0.84% of 97,000 active. AID 727; in the data active means inhibition above about 19%;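 further: 0% = DMSO and 100% = reference compound high control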
PLK1 inh = PLK1 (human) kinase inhibition | P53350 | recombinant PLK1 kinase, TR-FRET peptide phosphorylation | inhibition, % at 10 µM | 0.53% of 97,000 active | AID 619;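 active means inhibition of 50% or more in the single-concentration screen; inactive means inhibition below 50%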;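 further: 0% = DMSO max control and 100% = H-89 dihydrochloride min control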
S1P2 ag = agonists of human S1P2 receptor; S1P2-expressing cell line, agonist reporter read-out; activation, % at 4.5 µM; 0.46% of 97,000 active; in the data active means activation above about 16%;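 further: 0% = vehicle low control and 100% = maximal reference agonist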
PLAP act = human PLAP activation. purified PLAP enzyme, luminescent substrate read-out; active compounds read high. activation fold at 20 µM. 1.2% of 96,000 active. AID 696. P05187; in the data active means activation fold above about 2
S1P2 blocker = antagonists of human S1P2 receptor. cell-based S1P2 antagonist assay, inhibition at 5 uM. AID 736. 0.21% of 97,000 active. inhibition, % at 5 µM. O95136; in the data active means inhibition above about 45%;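 further: CRE beta-lactamase reporter cells expressing human S1P2 stimulated with S1P; 0% = agonist at EC80 alone and 100% = agonist plus reference antagonist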
* hit, by the source's call; / = not tested or not shown.

SMILES	Rev-RRE block	PLK1 PBD inh	MT1-MMP txn act	EphB4 antag	FAK inh	PLK1 inh	S1P2 ag	PLAP act	S1P2 blocker
O=C1COc2ccc(NC(=O)N3CCN(c4ccc(F)cc4)CC3)cc2N1	5	-4	/	1	6	-8	-5	0.9	9
Cc1ccc(-c2nc(NC(=O)CSc3nnnn3-c3ccccc3)ns2)cc1	4	-1	0.9	-3	-3	-35	-3	1	31
O=C(NC1CCN(C(=O)N2CCOCC2)CC1)c1ccccc1	2	-2	1.1	2	-4	5	-6	1.1	6
COC(=O)C1=C(C)N(CCc2ccc(OC)c(OC)c2)C(=O)/C1=C\N(C)C	0	6	1.2	0	0	-11	-2	1.5	-7
CCOCC(=O)Nc1c(C(=O)OCC)oc2ccccc12	9	10	1.1	3	1	-14	-2	1.1	-11
CC(CCc1ccccc1)NC(=O)c1ccc(Cl)nc1 (stereo unspecified)	1	-18	1.1	4	1	-7	-3	0.9	-6
COc1ccc(Cl)cc1NC(=O)Nc1ccc(Br)cn1	11	-2	/	-4	2	0	-4	0.8	-16
O=C1CC(c2c[nH]c3ccccc23)C(=O)N1 (stereo unspecified)	11	1	1.2	8	0	-3	-5	1	22
CCOc1ccc(C2/C(=C(/O)c3ccccc3)C(=O)C(=O)N2CCCN(C)C)cc1OC (stereo unspecified)	3	12	1	-6	3	-10	-4	/	13
COc1cccc(C(=O)N2CCSC2=S)c1	13	15	1.1	1	-1	0	-1	1.1	3

Gathered by group, the compounds so far containing two or more sulfur atoms (2)
SMILES	Rev-RRE block	PLK1 PBD inh	MT1-MMP txn act	EphB4 antag	FAK inh	PLK1 inh	S1P2 ag	PLAP act	S1P2 blocker
Cc1ccc(-c2nc(NC(=O)CSc3nnnn3-c3ccccc3)ns2)cc1	4	-1	0.9	-3	-3	-35	-3	1	31
COc1cccc(C(=O)N2CCSC2=S)c1	13	15	1.1	1	-1	0	-1	1.1	3

New compounds follow:
SMILES	Rev-RRE block	PLK1 PBD inh	MT1-MMP txn act	EphB4 antag	FAK inh	PLK1 inh	S1P2 ag	PLAP act	S1P2 blocker
C=CCOC(=O)C1=C(C)NC(=O)NC1/C=C/c1ccccc1 (stereo unspecified)	6	-2	1.1	3	6	-5	-2	0.8	18
Cc1cc(NC(=O)c2cc(-c3ccccc3)on2)no1	6	-13	1	0	2	-10	-2	1.1	-15
Cc1ccc(C(=O)Nc2ccccc2-c2ccccc2)o1	9	-9	1.3	4	1	-8	-6	1	2
CC(=O)C1=C(O)C(=O)N(c2ccc(Br)cn2)C1c1ccccc1F (stereo unspecified)	6	-7	1.2	-5	-3	-51	-7	1.1	24
N#Cc1c(-c2ccc(Cl)cc2)ccn2nc(C3CCCCC3)nc12	15	4	1.7	0	2	-14	-2	0.9	-20
CC(C)(C)c1nnc(NC(=O)CN2C(=O)C3C4C=CC(C4)C3C2=O)s1 (stereo unspecified)	6	-21	1	0	1	-7	-6	1.1	2
CC(C)(C)C(=O)/C=C(\N)c1ccccn1	-1	-10	1.2	-4	1	-16	-2	1.2	9
COc1cccc(Nc2ncccc2C(=O)Nc2ccccc2)c1	9	-7	1.1	10	-2	-2	-7	0.7	7
CC1CCCC(C)N1C(=O)CSc1nnnn1-c1cccc2c1CCCC2 (stereo unspecified)	8	-1	1.1	7	-1	-9	-4	1.2	-3
CCC(C)[C@H](NC(=O)NCc1cccc(OC)c1)C(=O)OC (stereo partly specified)	4	-16	1.1	-1	0	-7	-4	1	9
CC(C)(C)c1ccc(OCCN2CCCC2)cc1	3	-28	1.2	5	-2	0	-9	1.2	6
O=C(NC1CCSC1=O)c1cccc(C(=O)NC2CCSC2=O)c1 (stereo unspecified)	7	-3	1.1	5	4	6	-5	1.3	-1
CCOc1nc(SCCOc2ccc(C)cc2)nc(N(C)C)n1	14	-9	1.1	4	2	-7	-2	/	-10
Cn1ncc2c(N3CCN(c4ccccc4F)CC3)ncnc21	6	6	/	1	1	-12	-5	0.9	0
Cc1ccc(NC(=O)OCC(F)(F)C(F)F)cc1NC(=O)OCC(F)(F)C(F)F	14	-2	1.1	-4	-1	4	-10	0.8	8
O=C(c1ccccc1F)N(Cc1ccc(F)cc1)C1CCS(=O)(=O)C1 (stereo unspecified)	4	10	1.1	-3	-2	-14	-5	1.1	4
CCCC(NS(=O)(=O)c1ccc(Br)cc1)C(=O)O (stereo unspecified)	0	-3	1	-8	-3	-6	-7	1	-2
CC(C)CNC(=O)c1ccccc1-c1ccccc1C(=O)O	14	-22	1	-7	0	-7	-2	1	0
CCCCC(c1nnnn1C1CCCC1)N1CCN(C2CCCCC2)CC1 (stereo unspecified)	-4	1	1.2	2	1	-2	-4	1.5	4
COc1ccc(NC(=S)NC(NC(=O)c2cccc(C)c2)C(Cl)(Cl)Cl)c([N+](=O)[O-])c1 (stereo unspecified)	3	6	1.1	-3	2	-9	-6	/	2
COc1cc2[nH]c(=O)n(CCCCCC(=O)N3CC=C(c4ccccc4)CC3)c(=O)c2cc1OC	7	-15	1.1	5	-2	4	-6	1.9	-3
COc1ccc2c(c1OC)C(=O)N(c1cccc(C(F)(F)F)c1)C2	9	-15	1.7	1	0	-11	-5	0.9	5
C/C(=N\NC(=O)CC(C)C)c1ccc(Cl)c(Cl)c1	21	-5	/	0	6	-10	-13	0.9	3
Cc1sc(NC(=O)c2ccc(OCC(C)C)cc2)c(C(N)=O)c1-c1ccc(Cl)cc1Cl	11	-8	/	-7	3	-24	0	1	8
COc1ccc(OC)c(C(c2nnnn2C(C)(C)C)N2CCc3ccccc3C2)c1 (stereo unspecified)	-1	-21	1.1	-3	-4	-12	-13	1.6	-8
CCn1ncc([N+](=O)[O-])c1C(=O)N1CCCC1	4	-4	/	4	0	-4	-4	0.9	-8
CC(C)OCCCn1c(=S)[nH]c2cc3c(cc2c1=O)OCO3	-1	5	1.3	-4	1	1	-5	0.9	-10
CC(=O)Nc1ccc(OCC(O)CNC2CCCC2)cc1 (stereo unspecified)	2	7	/	2	-7	1	-8	1	10
CNC(=O)CCn1nc(-c2ccc(Cl)cc2)c2ccccc2c1=O	7	-4	1	-1	-2	-12	-6	1.1	10
COCCn1c(C)cc(C(=O)CSc2ccc3ccccc3n2)c1C	-4	1	/	-3	1	-9	-6	1.4	-17

Complete entries, quoted from the list. Order of values: Rev-RRE block, PLK1 PBD inh, MT1-MMP txn act, EphB4 antag, FAK inh, PLK1 inh, S1P2 ag, PLAP act, S1P2 blocker
COc1ccc(OC)c(C(c2nnnn2C(C)(C)C)N2CCc3ccccc3C2)c1 (stereo unspecified) is entered as -1, -21, 1.1, -3, -4, -12, -13, 1.6, -8
COCCn1c(C)cc(C(=O)CSc2ccc3ccccc3n2)c1C is entered as -4, 1, /, -3, 1, -9, -6, 1.4, -17

(listing goes on)
SMILES	Rev-RRE block	PLK1 PBD inh	MT1-MMP txn act	EphB4 antag	FAK inh	PLK1 inh	S1P2 ag	PLAP act	S1P2 blocker
CC1CN(c2cc(=O)n(Cc3ccc(F)cc3)c(=O)[nH]2)CC(C)O1 (stereo unspecified)	4	4	1.1	-4	-2	71*	-2	1	-7
O=c1cc(CN2CCN(c3ccccc3O)CC2)nc2sccn12	5	-18	/	3	2	-11	-2	0.9	-1
COc1ccc(-c2nc3scc(-c4ccc(OC)c(OC)c4)c3c(=O)o2)cc1	2	3	/	0	10	-15	-7	1.2	5
COc1ccc(CNCC(O)(c2ccccc2)c2ccc(Cl)cc2)cc1 (stereo unspecified)	13	-26	/	2	5	10	-6	0.8	40
C=CCN(CC(=O)NCc1ccc(OC)cc1)C(=O)c1csnn1	2	5	1.1	-4	-4	-9	-3	1	15
COc1ccc(Nc2cc(C(=O)NCCCN3CCN(C)CC3)c3ccccc3n2)c(OC)c1	1	-1	1.2	-2	-3	-16	-6	1.4	20
CN(CC1CCCO1)S(=O)(=O)c1ccc(C(=O)Nc2nc3cc4c(cc3s2)OCO4)cc1 (stereo unspecified)	-10	-24	1	-5	1	-17	-4	/	0
N#C/C(Cn1c[n+](NC(=O)Nc2ccccc2)cn1)=N/O	8	21	1.2	-3	-2	-17	-5	0.9	23
CCNc1nc(SCCOc2ccc(C)cc2)nc(N(C)C)n1	7	-1	1.2	-3	2	-3	-4	0.9	-22
COc1cc(N)ccc1NC(=O)c1cccs1	4	16	1.1	-7	-2	-6	-2	1.1	-5
COc1ccc(N2C(=O)CCC(C(=O)N3CCC(C(N)=O)CC3)C2c2ccc(F)cc2)cc1 (stereo unspecified)	-1	8	1.2	-8	1	-7	-1	1.2	-2
C/C(=N\OC(=O)c1ccc(F)cc1)c1nccs1	8	18	/	1	9	2	0	0.9	13
Cc1cnc(C(=O)OCC(=O)Nc2oc(-c3ccccc3)c(-c3ccccc3)c2C#N)cn1	-1	9	0.9	-3	-10	-13	-2	1.9	1
CCOc1cc(Cl)c(S(=O)(=O)NCc2ccccn2)cc1Cl	3	14	0.9	-2	1	-21	-7	1.6	-21
Cc1ccccc1C1=NC(c2ccc(F)cc2F)ON1 (stereo unspecified)	7	19	1.4	4	-2	6	-5	1.1	7
CSCCC(NS(=O)(=O)c1cccs1)C(=O)NCc1cccs1 (stereo unspecified)	7	-7	/	5	-2	-12	-2	1.1	-2
NC1=NC2(CCCCC2)N(c2ccc(F)cc2)C(N)=N1	-7	-10	1.1	6	0	-2	-9	/	-6
COc1ccc(-n2c(SCC(=O)N3CCCCC3)nnc2-c2cccnc2)cc1	-2	4	1	-10	-2	-13	-6	1.6	9
O=C(Nc1cccc(Cl)c1Cl)C1CC(=O)N(c2ccc(Br)cc2)C1 (stereo unspecified)	-1	18	1.2	-8	-4	-11	-7	/	18
O=C(O)C1NCCc2ccccc21 (stereo unspecified)	6	-6	1.1	-3	1	6	-6	0.9	-7
Cc1nnc(-c2cnn(C)c2N)n1Cc1ccccc1F	10	-2	1.2	2	-1	-7	-7	1	-8
O=C(Nc1cccc2ccccc12)C12CC3CC(C1)CC(n1cnc([N+](=O)[O-])n1)(C3)C2	8	-31	/	6	0	-9	-1	0.8	-9

5 of the entries above in order of the Rev-RRE block value, rising:
SMILES	Rev-RRE block	PLK1 PBD inh	MT1-MMP txn act	EphB4 antag	FAK inh	PLK1 inh	S1P2 ag	PLAP act	S1P2 blocker
NC1=NC2(CCCCC2)N(c2ccc(F)cc2)C(N)=N1	-7	-10	1.1	6	0	-2	-9	/	-6
COc1ccc(-n2c(SCC(=O)N3CCCCC3)nnc2-c2cccnc2)cc1	-2	4	1	-10	-2	-13	-6	1.6	9
O=C(Nc1cccc(Cl)c1Cl)C1CC(=O)N(c2ccc(Br)cc2)C1 (stereo unspecified)	-1	18	1.2	-8	-4	-11	-7	/	18
CSCCC(NS(=O)(=O)c1cccs1)C(=O)NCc1cccs1 (stereo unspecified)	7	-7	/	5	-2	-12	-2	1.1	-2
C/C(=N\OC(=O)c1ccc(F)cc1)c1nccs1	8	18	/	1	9	2	0	0.9	13
